# GLP-1R inv ag: acts as inverse agonist at human GLP-1 receptor; AID 624417; Potency, µM (doses to about 38.3 µM), for inactives: at the top dose activity change, negative = inhibition, hits mostly inhibitors; 410,000 tested, 1.6% active; HEK293 GLP-1R CRE-luciferase, luminescence, 24 h; GLP-1R form is constitutively active; P43220; note: potency is the fitted concentration of half-maximal effect; % is set by controls: 0 for no effect and ±100 for the full control effect; nearly all actives have a fitted effect of over 55% in size
# Target sequence (P43220 whole entry, looked up): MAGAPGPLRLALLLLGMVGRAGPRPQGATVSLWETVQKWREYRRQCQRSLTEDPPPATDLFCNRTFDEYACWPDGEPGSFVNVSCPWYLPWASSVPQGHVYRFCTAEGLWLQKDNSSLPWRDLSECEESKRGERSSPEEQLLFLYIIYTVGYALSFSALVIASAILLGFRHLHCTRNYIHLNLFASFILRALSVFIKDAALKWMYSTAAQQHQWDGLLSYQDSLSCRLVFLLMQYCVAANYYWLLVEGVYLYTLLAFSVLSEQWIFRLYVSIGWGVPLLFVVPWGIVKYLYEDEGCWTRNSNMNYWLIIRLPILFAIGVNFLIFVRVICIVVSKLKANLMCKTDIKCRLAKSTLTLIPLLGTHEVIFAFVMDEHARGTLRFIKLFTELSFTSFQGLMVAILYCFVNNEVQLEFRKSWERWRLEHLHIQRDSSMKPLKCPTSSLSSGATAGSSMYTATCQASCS
#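 Inverse agonism was detected as reduced cAMP-driven luciferase luminescence after 24 h compound treatment. The cells were HEK293 clones expressing constitutively active human GLP-1R with the reporter. Reporter-only and GPR119 cell lines served as counterscreen controls.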
# TDP-43 yeast inh: TDP-43 toxicity inhibition in yeast. TDP-43 expressing yeast growth rescue, BacTiter-Glo, 24 h. Potency, µM (doses to about 46.1 µM), inactives show at the top dose growth rescue (activation), most hits filed as activators. 410,000 tested, 1.8% active; note: potency is the fitted concentration of half-maximal effect; % of control where 0% means no effect; nearly all actives have a fitted effect of over 50% in size
#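 Galactose-induced TDP-43 yeast, OD600=0.02, compound pinned; 24 hr, 30 deg C; BacTiter-Glo luminescence for growth. Inhibitors of TDP-43 toxicity read as activators.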
# GLP1R ag: activates the human GLP-1 receptor; P43220; HEK293 GLP-1R CRE-luciferase, luminescence, 4-6 h; cells express a hypersensitive GLP-1R form; Potency, µM (highest dose often 45.6 µM), without a hit: at the top dose activation, most hits filed as activators; 380,000 tested, 0.007% active; AID 624172; note: potency is the fitted concentration of half-maximal effect; % of control where 0% means no effect
# DRD3 agonist: activates the human D3 dopamine receptor. D3R DiscoveRx beta-arrestin cells, luminescence, 90 min. max activation, %. 410,000 tested, 0.58% active. AID 652048; in the data active = max activation above about 30%; note: 0% is about no effect; mostly tested at two doses, the higher about 12 µM
# Target sequence (P35462 whole entry, looked up): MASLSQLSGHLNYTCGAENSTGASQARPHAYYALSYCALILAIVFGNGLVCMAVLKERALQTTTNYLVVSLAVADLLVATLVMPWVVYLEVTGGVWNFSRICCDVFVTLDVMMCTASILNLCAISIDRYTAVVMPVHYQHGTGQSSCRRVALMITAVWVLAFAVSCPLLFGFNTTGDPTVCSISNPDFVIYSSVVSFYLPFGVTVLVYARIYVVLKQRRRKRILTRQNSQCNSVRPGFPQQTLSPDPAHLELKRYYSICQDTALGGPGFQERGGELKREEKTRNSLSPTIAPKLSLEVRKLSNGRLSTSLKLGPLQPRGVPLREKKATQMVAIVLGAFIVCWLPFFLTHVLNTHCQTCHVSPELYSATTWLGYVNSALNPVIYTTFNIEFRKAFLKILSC
#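 Agonist-mode cell screen: cells plated at 1500/well and incubated overnight at 37 °C, then exposed to library compounds for 90 min at 37 °C. Detection reagent was added for 30–60 min at room temperature, and luminescence was read.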
# aSyn rescue: alpha-synuclein toxicity inhibition in yeast. Yeast expressing alpha-synuclein, growth rescue, BacTiter-Glo, 24 h. Potency, µM (top dose mostly 46.1 µM), inactives show top-dose growth rescue (activation), most hits filed as activators. 370,000 tested, 0.14% active. AID 652106; note: potency is the fitted concentration of half-maximal effect; % of control where 0% means no effect; nearly all actives have a fitted effect of over 65% in size
#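 Readout is rescue of growth in alpha-synuclein-expressing yeast, so inhibitors of toxicity appear as activators. Growth after 24 hr at 30 deg C in galactose medium is quantified by luminescence.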
# KB-V1 cytotox: KB-V1 MDR subline cytotoxicity. 400,000 tested, 3.4% active. Potency, µM (highest dose often 46.1 µM), without a hit: at the top dose activity change, negative = cytotoxicity, hits mostly cytotoxic. KB-V1 MDR cells viability, CellTiter-Glo, 72 h. AID 1347076; note: potency is the fitted concentration of half-maximal effect; % is set by controls: 0 for no effect and ±100 for the full control effect; nearly all actives have a fitted effect of over 60% in size
#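 Compound-treated KB-V1 multidrug-resistant cells, 72 h, 37 degrees C; viability by CellTiter-Glo. Fitted qHTS curves give the values.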
# GLP1R cytotox: cytotoxic in the GLP-1 receptor inverse agonist counter-screen; HEK293 cAMP-luciferase reporter cells, luminescence, 24 h; Potency, µM (top dose mostly 38.3 µM), for the others: at the top dose activity change, negative = inhibition, hits mostly inhibitors; 410,000 tested, 0.13% active; AID 624418;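 note: loss of luciferase light is scored as toxicity; potency is the fitted concentration of half-maximal effect; % is set by controls: 0 for no effect and ±100 for the full control effect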
#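 Here, cytotoxicity is scored as loss of luminescence. The MLSMR collection was tested on cells seeded in medium containing 10% Nu serum, with a 24 hr compound exposure preceded by 12 hours of culture.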
# PTHR1 ag: agonists of human PTHR1 parathyroid hormone receptor; Q03431; 410,000 tested, 0.075% active; Potency, µM (titrated, usually from 115 µM), inactives show at the highest dose activation, usual class: activators; HEK293 GP2 PTHR1 cells, GloSensor cAMP luminescence, 1 h; AID 743266; note: potency is the fitted concentration of half-maximal effect; nearly all actives have a fitted effect of over 55% in size; some results filed as inactive show a strong effect at the top dose; inactives centre near -15; many of its hits are not listed in these tables
#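 HEK-293-derived GP2 cells expressing PTHR1 and a GloSensor cAMP reporter, 3,000/well, plated overnight, given luciferin plus IBMX (each 0.5 mM as added) for 1 h at 37 °C, then compound for 1 h at 37 °C. Luminescence was read after 15 min at room temperature.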
# DRD3 antagonist: blocks the human D3 dopamine receptor | D3R cells, DiscoveRx beta-arrestin luminescence, antagonist mode; stronger effect = lower value | max response, negative = inhibition, % | 360,000 tested, 2.5% active | P35462; in the data active = max response below about -50%; inconclusive = no clear call, values can overlap the other calls; note: % is set by controls: 0 for no effect and ±100 for the full control effect; mostly tested at two doses, the higher about 12 µM
#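 Cells expressing the human receptor were seeded at 1500 cells/well, incubated overnight at 37 degrees C in 5% CO2, then exposed to library compounds with dopamine controls for 90 minutes at 37 degrees C before luminescent detection.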
# Starred values were filed as active, the others as inactive; i = inactive; ? = inconclusive; / = not tested or not shown; [ ] = remark or other dose. Unless noted, calls come from the whole dose curve; as a rule, active = well fitted curve in the direction sought with a large enough effect; inconclusive = small, poorly fitted or top-dose-only effect, or another doubt; inactive = no such curve, though single readings can be large; an effect the other way counts as inactive or inconclusive. Not all compounds are listed; count on the stated rates, not on these rows.
# Results follow in this order: DRD3 antagonist, GLP-1R inv ag, PTHR1 ag, aSyn rescue, TDP-43 yeast inh, DRD3 agonist, GLP1R ag, KB-V1 cytotox, GLP1R cytotox
> CN(/N=C/c1ccncc1)C1=NCCN1
  3, -1%, i, 1%, -20%, 11, 4%, 0%, 0%
> Cc1ccc2[nH]cc(C(c3ccccc3)c3cccs3)c2c1 (stereo not given)
  /, 10µM*, -45%[inhibitor], /, 8.9µM*, -6, /, -13%, -13%
> C=C(C)CSCc1nc2ccccc2[nH]1
  ?, -11%, -32%[inhibitor], 0%, 14%, -4, 3%, ?, 13%
> C[N+]1(CC2COC3(CCCCC3)O2)CCCCC1 (stereo not given)
  0, 6%, i, ?, -22%, 0, 7%, -16%, 1%
> O=C(CCNC(=O)c1ccccc1Cl)Nc1cc(S(=O)(=O)N2CCOCC2)ccc1N1CCOCC1
  4, 5%, -10%, 1%, 2%, 0, 2%, 15%, -13%
> COCCCn1c(SCC(=O)c2ccccc2)nc2ccccc2c1=O
  13, ?, -37%[inhibitor], 7%, 28%, 5, 16%, ?, -5%
> Cc1cc(C)c(S(=O)(=O)c2ccc(Cl)cc2)c(Cl)n1
  2, 12%[7.66 µM], -22%, -71%[inhibitor], ?, -4, 12%, -14%, 17%[7.66 µM]
> c1cn(C23CC4CC(CC(C4)C2)C3)cn1
  -4, -5%, i, 2%, 15%, 3, 6%, ?, -9%
> CC(C)C(C)NC(=O)COc1nc2ccccc2nc1N(C)C1CCCCC1 (stereo not given)
  3, 12%, i, 2%, 6%, 1, 2%, -1%, -15%
> CCc1cc2c(SCC(=O)N3CC(=O)Nc4ccccc43)ncnc2s1
  9, 12%, -10%, 8%, 11%, 2, 10%, -1%, 3%
> COc1ccc(C2c3ccc4ccccc4c3Oc3ncn(CCCO)c(=N)c32)cc1 (stereo not given)
  -2, 5.6µM*, -11%, 4%, -16%, 17, 16%, -4%, ?
> Cc1ccc(S(=O)(=O)NCc2ccccc2)cc1C(=O)NC1CCCCC1
  -5, -12%, -10%, 2%, 0%, -4, 1%, /, -1%
> COC(=O)Cn1c(SCc2ccccc2)nc2ccccc21
  -17, -5%, -11%, -9%, 11%, -4, 16%, 5%, 77%[activator]
> O=C(c1ccco1)N1CCC(c2nc3c(nnn3Cc3c(Cl)cccc3Cl)c(=O)[nH]2)CC1
  10, 10%, -7%, 2%, -2%, 5, 16%, -2%, -16%
> Cc1ccc(Nc2sc(C(=O)c3ccccc3)c(N)c2C(=O)Nc2ccc(Cl)cc2)cc1
  /, ?, -42%[inhibitor], /, 4%, 4, /, 0%, -11%
> O=C1CN(c2cc(Cl)cc(Cl)c2)C(=O)CN1/N=C/c1cccnc1
  1, 2%, i, 2%, 3%, 10, 5%, 1%, 0%
> CCOC(=O)c1cc(NC(=O)c2ccccc2)c(=O)n2c1oc1ccc(Cl)cc12
  /, 15%, i, /, 14%, 1, 0%, 3%, 2%
> Cc1ccc(C2(CC(=O)O)CCOC(C)(C)C2)cc1 (stereo not given)
  -19, 3%, i, 1%, -4%, -4, -13%, 2%, 12%
> Cc1cc(C2=CC(=O)C[C@H](c3ccc4c(c3)OCO4)C2)ccc1F
  ?, ?, -26%, -2%, ?, -22, 23%, 2%, 9%
> COC(=O)CSc1ccc(S(=O)(=O)N2CCC(C)CC2)cc1[N+](=O)[O-]
  -9, -8%, i, -3%, -8%, -12, -1%, -1%, -20%
> Cc1ccc(-n2ncc(C(=O)N3CCc4ccccc4C3)c2C2CCN(C(=O)OC(C)(C)C)CC2)cc1C
  /, 10%, i, /, 0%, -4, /, 8%, 1%
> COc1ccc(C(=O)N2CCC(C(=O)O)CC2)c2ccccc12
  -30, -12%, -9%, 8%, -9%, -7, 0%, 3%, ?
> CCOC(=O)c1cc(S(=O)(=O)NCc2ccc(C)cc2)[nH]n1
  /, 10%, i, /, 9%, -8, /, 24%, 2%
> O=C(OCn1ncc(Cl)c(Cl)c1=O)c1ccc(C(F)(F)F)cc1
  -85*, 0%, i, -17%, 4µM*, 1, -10%, 6.5µM*, -18%
> CCOC(=O)c1c(C)cc(O)cc1O
  10, 18%, -25%, 2%, 27%, 38*, 0%, 0%, 20%
> CC1(C)CC(=O)C2=C(C1)Nc1ccccc1NC2c1ccccc1F (stereo not given)
  6, -3%, -15%, 0%, 12%, 7, -4%, 25%, 4%
> NCCS(=O)(=O)NC1CCCCC1
  -22, -2%[7.66 µM], -24%, -2%, -3%[9.22 µM], -3, 1%, -9%, 0%[7.66 µM]
> Cc1onc(-c2ccccc2)c1-c1n[nH]c(=S)n1-c1ccc(C(=O)O)cc1
  0, -5%, 21%[57.5 µM], -5%, -8%, -13, 1%, 1%, -3%
> CC1=NN(c2ccccc2)C(=O)C1C=Nc1ccccc1O (stereo not given)
  -19, ?, i, 9%, -7%, 3, 1%, ?, -28%
> CCN(CC)c1ccc([N+](=O)[O-])cc1/C=N/NC(=O)CC#N
  -25, 14%, -2%, -4%, -1%, -3, -1%, ?, -16%

# Part of the list above with just DRD3 antagonist, KB-V1 cytotox and GLP-1R inv ag:
SMILES,DRD3 antagonist,KB-V1 cytotox,GLP-1R inv ag
CC1=NN(c2ccccc2)C(=O)C1C=Nc1ccccc1O (stereo not given),-19,?,?
Cc1onc(-c2ccccc2)c1-c1n[nH]c(=S)n1-c1ccc(C(=O)O)cc1,0,1%,-5%
CCOC(=O)c1cc(S(=O)(=O)NCc2ccc(C)cc2)[nH]n1,/,24%,10%

# Further records:
# Results follow in this order: DRD3 antagonist, GLP-1R inv ag, PTHR1 ag, aSyn rescue, TDP-43 yeast inh, DRD3 agonist, GLP1R ag, KB-V1 cytotox, GLP1R cytotox
> COc1cc(CN(C(=O)c2ccc(C)cc2)c2ccccn2)cc(OC)c1OC
  /, -18%, -4%, /, 12%, 7, /, 0%, 3%
> Cc1ccc(S(=O)(=O)NC(C)(C)CSc2nncn2N)cc1
  9, 11%, i, -5%, 2%, 10, -3%, 11%, -8%
> Cc1cc(C(=O)NCC(=O)OCC(=O)N(C)C2CCCCC2)ccc1[N+](=O)[O-]
  -6, 12%, ?, -25%, -29%, -9, 9%, -12%, 4%
> COc1ccc(Cl)cc1S(=O)(=O)N1CCCC(C(=O)N2CCOCC2)C1 (stereo not given)
  11, 17%, i, 2%, -9%, 7, 5%, 0%, -4%
> Cn1nc(C(F)(F)F)c2cc(C(=O)O)sc21
  -11, 15%, i, 0%, 6%, 8, -1%, 3%, 1%
> CC(=O)C1=C(O)C(=O)N(c2ccc(S(N)(=O)=O)cc2)C1c1cccc([N+](=O)[O-])c1 (stereo not given)
  -14, 22%, -13%, -1%, -7%, 1, -1%, 0%, -5%
> O=C(NCCc1ccccc1)c1ccc(CSc2nc3ccncc3n2Cc2ccc(F)cc2)cc1
  /, ?, -25%, /, 0%, -9, /, 0%, -20%
> CCCCNC(=O)CCn1c(=O)c2ccccc2n(CC(=O)Nc2ccccc2OCC)c1=O
  0, 3%, i, -4%, 6%, 5, -3%, 0%, 0%
> CCCCn1c(N)c(N(CCOC)C(=O)CC(NC(=O)c2ccccc2Cl)c2ccccc2)c(=O)[nH]c1=O (stereo not given)
  2, 16%, -20%, -5%, -1%, 2, -8%, -2%, -7%
> CNS(=O)(=O)c1ccc(NC(=S)Nc2ccc3c(c2)OCO3)cc1
  5, 12%, i, -20%, -11%, -9, 9%, 13%, -3%
> Cc1ccccc1CN1CCN(C2CCC2)CC1CCO (stereo not given)
  -7, -8%, i, -14%, 11%, 3, -5%, 6%, 11%
> Cc1ccc(N2CN(S(=O)(=O)c3cccc([N+](=O)[O-])c3)c3nc4ccccc4nc32)cc1
  9, 17%, -27%, -7%, 0%, 5, 3%, -28%, 4%
> COCCCn1c(SCCc2ccccc2)nc2cc(OC)c(OC)cc2c1=N
  16, ?, -10%, -13%, 11%, 8, 8%, 2%, ?
> CC(=O)N(C)c1ccc(NC(=S)NC(=O)/C=C/c2ccco2)cc1
  10, 84%[activator], i, 3%, 21%, 16, -2%, -12%, 2%

# Compounds shown so far with an aryl methoxy group:
# Results follow in this order: DRD3 antagonist, GLP-1R inv ag, PTHR1 ag, aSyn rescue, TDP-43 yeast inh, DRD3 agonist, GLP1R ag, KB-V1 cytotox, GLP1R cytotox
> COc1ccc(C2c3ccc4ccccc4c3Oc3ncn(CCCO)c(=N)c32)cc1 (stereo not given)
  -2, 5.6µM*, -11%, 4%, -16%, 17, 16%, -4%, ?
> COc1ccc(C(=O)N2CCC(C(=O)O)CC2)c2ccccc12
  -30, -12%, -9%, 8%, -9%, -7, 0%, 3%, ?
> COc1cc(CN(C(=O)c2ccc(C)cc2)c2ccccn2)cc(OC)c1OC
  /, -18%, -4%, /, 12%, 7, /, 0%, 3%
> COc1ccc(Cl)cc1S(=O)(=O)N1CCCC(C(=O)N2CCOCC2)C1 (stereo not given)
  11, 17%, i, 2%, -9%, 7, 5%, 0%, -4%
> COCCCn1c(SCCc2ccccc2)nc2cc(OC)c(OC)cc2c1=N
  16, ?, -10%, -13%, 11%, 8, 8%, 2%, ?

# Looked up by compound from above:
# Results follow in this order: DRD3 antagonist, GLP-1R inv ag, PTHR1 ag, aSyn rescue, TDP-43 yeast inh, DRD3 agonist, GLP1R ag, KB-V1 cytotox, GLP1R cytotox
> Cc1cc(C(=O)NCC(=O)OCC(=O)N(C)C2CCCCC2)ccc1[N+](=O)[O-]
  -6, 12%, ?, -25%, -29%, -9, 9%, -12%, 4%
> COc1ccc(Cl)cc1S(=O)(=O)N1CCCC(C(=O)N2CCOCC2)C1 (stereo not given)
  11, 17%, i, 2%, -9%, 7, 5%, 0%, -4%
